NF-kB neuron act = NF-kB expression increase, human neuronal cells; hit rate 1.6% among 190,000; NF-kB reporter expression; hits give high values; fold change at 12.5 µM; in the data active means fold change above about 3.3
G6PDH counter = counter-screen for G6PDH assay hits: L. mesenteroides G6PDH inhibition. inhibition, % at 5 µM. Purified L. mesenteroides G6PDH, diaphorase/resazurin coupled fluorescence, 45 min. AID 1020. hit rate 0.12% among 200,000; in the data active means inhibition above about 50%
APP transl inh = APP translation inhibition. SH-SY5Y APP 5'UTR-luciferase reporter, luminescence. inhibition, % at 2 µM. hit rate 0.82% among 190,000;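 active means inhibition above a set limit, derived from the sample mean plus 3 SD, cut at about 45% in these data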; further: values of inactives mirror those of a sister screen read the other way
STAT1 act = increases IFN-gamma driven STAT1 reporter signal | hit rate 2.6% among 200,000 | NIH 3T3 STAT1-luciferase reporter, luminescence; 100% = IFN-gamma alone, no compound | activation (% of control), % at 5.5 µM;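 active means activation above the screen-wide mean activation plus 3 SD, cut at about 130% in these data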;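 further: raw ratio to IFN-gamma control signal so 100% means no change and 0% no light; values of inactives mirror those of a sister screen read the other way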
FLuc act counter = firefly luciferase counter-screen for stimulation assays | ATPlite luciferase biochemical, luminescence, 10 min; 0 = ATP-free wells, 1 = DMSO control | activation factor at 10 µM | P08659 | 200,000 tested, under 10 active;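 active means luciferase activation factor, scaled between plate controls, of at least 2 with compound at 10 µM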
Target sequence (P08659 whole entry, looked up): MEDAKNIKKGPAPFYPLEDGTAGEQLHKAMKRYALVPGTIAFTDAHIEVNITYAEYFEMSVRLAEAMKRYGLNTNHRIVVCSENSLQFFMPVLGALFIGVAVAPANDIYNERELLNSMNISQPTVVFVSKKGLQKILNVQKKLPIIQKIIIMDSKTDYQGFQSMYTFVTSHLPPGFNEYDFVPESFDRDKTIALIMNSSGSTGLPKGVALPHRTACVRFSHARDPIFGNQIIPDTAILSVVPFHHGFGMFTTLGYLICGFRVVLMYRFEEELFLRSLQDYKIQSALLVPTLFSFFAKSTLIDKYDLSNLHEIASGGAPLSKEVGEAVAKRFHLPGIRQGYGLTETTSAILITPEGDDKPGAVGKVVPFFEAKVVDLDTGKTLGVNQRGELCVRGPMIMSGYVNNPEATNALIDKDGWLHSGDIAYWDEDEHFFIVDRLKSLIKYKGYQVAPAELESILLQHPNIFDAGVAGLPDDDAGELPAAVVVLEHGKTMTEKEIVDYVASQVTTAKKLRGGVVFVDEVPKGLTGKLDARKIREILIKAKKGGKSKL
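Assay system – cell-free luciferase reagent · Medium – PBS-based ATP solution · Dosing – test compounds dosed from 2 mM stocks in 100% DMSO · Timing – 10 min, room temperature · Technique – light output (luminescence) · Measure – luminescence gain marking luciferase activators · Controls – No-ATP low control, compound-free enzyme-plus-ATP high control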
FLuc inhib CS = Photinus pyralis luciferase inhibition counter-screen. P08659. ATPLite firefly luciferase biochemical luminescence, 10 min. inhibition, % at 10 µM. hit rate 1.5% among 200,000;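 active means inhibition above about 50% when tested at 10 µM, limit read from the data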
APP 5'UTR act = APP 5'UTR luciferase reporter activation; SH-SY5Y APP 5'UTR luciferase reporter, luminescence; zero percent = DMSO vehicle wells; activation, % at 2 µM; hit rate 1% among 190,000; AID 1276;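 active means activation above a set limit, based on mean plus 3 SD of controls, cut at about 140% in these data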; further: values of inactives mirror those of a sister screen read the other way
Diaph inh CS = counter-screen for diaphorase-based assays: diaphorase inhibitors and chemical oxidizers. diaphorase resazurin-to-resorufin fluorescence, NADH, 16 min; bacterial (C. kluyveri) enzyme, not human. inhibition, % at 20 µM. hit rate 0.69% among 190,000. AID 1217;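 active means primary screen inhibition at 20 µM above a set limit, cut at about 50% in these data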;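 further: plate controls were DMSO with full reaction for no effect and wells lacking NADH for full effect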
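material = Clostridium kluyveri diaphorase enzyme | amount = 0.14 U/mL diaphorase, enzyme working solution | schedule = incubation 16 min, room temperature | detection = fluorescence of resorufin formed from resazurin, Ex 544/Em 590 nm | benchmarks = positive control minus NADH, DMSO neutral control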
TLR4-MyD88 BLA = blocks binding of human TLR4 to MyD88. O00206+Q99836. HeLa CL3-4 TLR4/MyD88 BLA complementation, FRET ratio. inhibition, % at 8.4 µM. hit rate 0.18% among 200,000. AID 861; in the data active means inhibition above about 25%;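 further: 0% = vehicle and 100% = reference inhibitor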
Diaph act CS = counter-screen for diaphorase-based assays: diaphorase activators and chemical reducers | hit rate 0.005% among 190,000 | AID 1229 | activation factor at 20 µM | Diaphorase/resazurin coupled assay, resorufin fluorescence, 16 min; hits give high values; 1 = vehicle wells, 0 = NADH-free wells;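 active means diaphorase activity raised at least twofold by the compound at 20 µM; inactive means activation factor below 2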
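Material: Purified diaphorase enzyme from Clostridium kluyveri | Buffer or medium: 50 mM HEPES pH 7.4 with 4.542 mM MgCl2, 0.005% Tween 20 | Times: 16 min enzyme reaction, ambient temperature | Signal: Red resorufin fluorescence at 544/590 nm excitation/emission | Measure: Increased resorufin signal from activators or reducing compounds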
* hit, by the source's call; & = joins results of further samples. Not a hit list; about 5.6% have a hit in one of these screens.

For COc1ccccc1CNC(=O)c1ccc(NS(=O)(=O)c2c(C)noc2C)cc1 the results were NF-kB neuron act 1.05, G6PDH counter 9.3, APP transl inh -9.6, STAT1 act 105.5, FLuc act counter 1, FLuc inhib CS 0.6, APP 5'UTR act 9.6, Diaph inh CS 9.2, TLR4-MyD88 BLA -8.8 and Diaph act CS 0.9.
For COc1ccc(NC(=O)c2ccco2)c([N+](=O)[O-])c1 the results were NF-kB neuron act 2.55, G6PDH counter -10.5, APP transl inh -48.9, STAT1 act 137.8*, FLuc act counter 0.9, FLuc inhib CS 13.5, APP 5'UTR act 48.9, Diaph inh CS 5.7, TLR4-MyD88 BLA 8.1 and Diaph act CS 0.9.
CCOc1ccccc1Nc1ccnc2cc(Cl)ccc12 was read as NF-kB neuron act 0.97, G6PDH counter 10.4, APP transl inh -9.2, STAT1 act 94.4, FLuc act counter 1.1, FLuc inhib CS -5.9, APP 5'UTR act 9.2, Diaph inh CS 18.6, TLR4-MyD88 BLA -4.1 and Diaph act CS 0.8.
For O=C(c1cccc(C(F)(F)F)c1)N1CCCCCC1 the results were NF-kB neuron act 0.94, G6PDH counter 10.5, APP transl inh 6.0, STAT1 act 101.0, FLuc act counter 1.1, FLuc inhib CS -7.4, APP 5'UTR act -6.0, Diaph inh CS -2.4, TLR4-MyD88 BLA -5.6 and Diaph act CS 1.
CSc1ccc(CN2CCN(C3CCCC3)C(CCO)C2)cc1 (centres undefined) was read as NF-kB neuron act 1.07, G6PDH counter 20.3, APP transl inh 14.3, STAT1 act 99.1, FLuc act counter 1.1, FLuc inhib CS -6.4, APP 5'UTR act -14.3, Diaph inh CS 16.1, TLR4-MyD88 BLA 9.5 and Diaph act CS 0.8.
Cc1[nH]nc2c1C(c1ccc(F)cc1)C(C#N)=C(N)O2 (centres undefined) was read as NF-kB neuron act 1.06, G6PDH counter 13.1, APP transl inh -5.1, STAT1 act 96.2, FLuc act counter 1, FLuc inhib CS -2.3, APP 5'UTR act 5.1, Diaph inh CS 7.8, TLR4-MyD88 BLA 2.4 and Diaph act CS 0.9.
Screening COc1ccc(CCNC(=O)c2cnn3ccccc23)c(OC)c1OC returned NF-kB neuron act 1.03, G6PDH counter 3.4, APP transl inh -14.2, STAT1 act 95.7, FLuc act counter 1, FLuc inhib CS -2.3, APP 5'UTR act 14.2, Diaph inh CS -3.9, TLR4-MyD88 BLA -0.9 and Diaph act CS 1.
Cc1cc([N+](=O)[O-])nn1CC(=O)Nc1c(C)n(C)n(-c2ccccc2)c1=O was read as NF-kB neuron act 1.15, G6PDH counter -0.9, APP transl inh -13.5, STAT1 act 105.1, FLuc act counter 1, FLuc inhib CS -0.9, APP 5'UTR act 13.5, Diaph inh CS 5.8, TLR4-MyD88 BLA 4.7 and Diaph act CS 0.9.
`Fc1ccc(Cn2nnnc2CN2CCc3ccccc3C2)cc1` gave NF-kB neuron act 1.63, G6PDH counter 10.2, APP transl inh -12.7, STAT1 act 107.3, FLuc act counter 1.1, FLuc inhib CS -5.7, APP 5'UTR act 12.7, Diaph inh CS -2.3, TLR4-MyD88 BLA 1.0 and Diaph act CS 1.
`O=C1N=C(N2CCN(c3ccccc3)CC2)S/C1=C/c1cccs1` gave NF-kB neuron act 1.2, G6PDH counter -1.8, APP transl inh -16.5, STAT1 act 103.3, FLuc act counter 0.9, FLuc inhib CS 7.2, APP 5'UTR act 16.5, Diaph inh CS 19.2, TLR4-MyD88 BLA 15.1 and Diaph act CS 0.8.
Cn1c(CC(=O)NC(C)(C)CO)c(Sc2ccccc2)c2ccccc21 was read as NF-kB neuron act 0.89, G6PDH counter 6.5, APP transl inh -0.1, STAT1 act 91.0, FLuc act counter 1.1, FLuc inhib CS -10.1, APP 5'UTR act 0.1, Diaph inh CS 19.7, TLR4-MyD88 BLA -28.0 and Diaph act CS 0.8.
Screening CCOC(=O)c1[nH]c2ccc(OC)cc2c1NC(=S)N1CCN(c2ccccc2OC)CC1 returned NF-kB neuron act 0.5, G6PDH counter -32.5, APP transl inh 15.6, STAT1 act 110.5, FLuc act counter 1, FLuc inhib CS 2.2, APP 5'UTR act -15.6, Diaph inh CS 21.8, TLR4-MyD88 BLA -1.7 and Diaph act CS 0.8.
Screening O=C(/C=C/c1ccc(Cl)cc1)Nc1ccc(N2CCCCC2)cc1 returned NF-kB neuron act 1.2, G6PDH counter 5.5, APP transl inh -2.0, STAT1 act 95.2, FLuc act counter 1, FLuc inhib CS -2.2, APP 5'UTR act 2.0, Diaph inh CS 4.3, TLR4-MyD88 BLA 7.5 and Diaph act CS 1.
O=C1NC(c2ccccc2)=C(c2ccc3ccccc3n2)C(c2ccccc2)N1 (centres undefined) was read as NF-kB neuron act 1.09, G6PDH counter 2.1, APP transl inh 3.8, STAT1 act 101.3, FLuc act counter 1.1, FLuc inhib CS -6.0, APP 5'UTR act -3.8, Diaph inh CS 28.6, TLR4-MyD88 BLA 7.0 and Diaph act CS 0.7.
Screening CCOC(=O)N1CCN(CCC(=O)Nc2ccc(Br)cc2)CC1 returned NF-kB neuron act 1.1, G6PDH counter -1.5, STAT1 act 107.5, FLuc act counter 1, FLuc inhib CS -2.1, Diaph inh CS 5.4, TLR4-MyD88 BLA 2.9 and Diaph act CS 0.9.
CCOC(=O)N1CCC(N2Cc3cccc(C(=O)NCc4ccc(OC)cc4)c3C2=O)CC1 was read as NF-kB neuron act 0.91, G6PDH counter 4.0, APP transl inh -11.4, STAT1 act 100.6, FLuc act counter 1, FLuc inhib CS -2.3, APP 5'UTR act 11.4, Diaph inh CS 12.6, TLR4-MyD88 BLA -6.4 and Diaph act CS 0.9.
`CCNC(=O)CC1C(=O)N(c2ccccc2)C(=O)N1Cc1ccc(OC)cc1` (centres undefined) gave NF-kB neuron act 0.96, G6PDH counter -5.1, APP transl inh -1.1, STAT1 act 104.4, FLuc act counter 1, FLuc inhib CS -4.6, APP 5'UTR act 1.1, Diaph inh CS 27.0, TLR4-MyD88 BLA 13.4 and Diaph act CS 0.7.
Screening Cc1ccc2nc(-c3ccc(NC(=O)COC(=O)c4cncc(Br)c4)cc3)sc2c1 returned NF-kB neuron act 6.48*, G6PDH counter -2.3, APP transl inh -152.5, STAT1 act 143.6*, FLuc act counter 0.6, FLuc inhib CS 42.4, APP 5'UTR act 152.5*, Diaph inh CS 4.0, TLR4-MyD88 BLA -9.3 and Diaph act CS 1.
`CCCN1C(=O)CC(c2ccco2)Sc2ccccc21` (centres undefined) gave NF-kB neuron act 1.23, G6PDH counter -8.8, APP transl inh -7.7, STAT1 act 100.4, FLuc act counter 1.1, FLuc inhib CS -6.2, APP 5'UTR act 7.7, Diaph inh CS 0.7, TLR4-MyD88 BLA 10.3 and Diaph act CS 1.
`CC(NS(=O)(=O)c1ccc(Cl)cc1)C(=O)NCCC1=CCCCC1` (centres undefined) gave NF-kB neuron act 0.85, G6PDH counter 11.7, APP transl inh 3.0, STAT1 act 95.0, FLuc act counter 1.1, FLuc inhib CS -8.2, APP 5'UTR act -3.0, Diaph inh CS 21.3, TLR4-MyD88 BLA -13.6 and Diaph act CS 0.8.
`O=S(=O)(Nc1ccccc1Cl)c1ccc(F)cc1` gave NF-kB neuron act 1.03, G6PDH counter 9.7, APP transl inh -6.8, STAT1 act 99.9, FLuc act counter 1, FLuc inhib CS -0.9, APP 5'UTR act 6.8, Diaph inh CS 11.5, TLR4-MyD88 BLA -7.2 and Diaph act CS 0.9.
CN(C)c1nc(Nc2ccccc2)nc(N(C)C)n1 was read as NF-kB neuron act 0.87, G6PDH counter 9.8, APP transl inh 5.3, STAT1 act 86.3, FLuc act counter 0.9, FLuc inhib CS 6.4, APP 5'UTR act -5.3, Diaph inh CS 9.9, TLR4-MyD88 BLA -12.9 and Diaph act CS 0.9.
`Cc1c(O)c(=O)ccn1C` gave NF-kB neuron act 1.25, G6PDH counter 3.4&8.4, APP transl inh -4.2, STAT1 act 99.2, FLuc act counter 1&1, FLuc inhib CS -2.2&-1.4, APP 5'UTR act 4.2, Diaph inh CS 46.8&41.7, TLR4-MyD88 BLA 10.6 and Diaph act CS 0.5&0.6.
For COc1cccc(CN2C(=O)CN(C3CCCCC3)C(=O)C2c2ccc(F)cc2)c1 (centres undefined) the results were NF-kB neuron act 0.93, G6PDH counter -0.8, APP transl inh -5.0, STAT1 act 98.5, FLuc act counter 1, FLuc inhib CS -2.6, APP 5'UTR act 5.0, Diaph inh CS 11.5, TLR4-MyD88 BLA -4.8 and Diaph act CS 0.9.

Structures listed so far that have bromine (2):
Screening CCOC(=O)N1CCN(CCC(=O)Nc2ccc(Br)cc2)CC1 returned NF-kB neuron act 1.1, G6PDH counter -1.5, STAT1 act 107.5, FLuc act counter 1, FLuc inhib CS -2.1, Diaph inh CS 5.4, TLR4-MyD88 BLA 2.9 and Diaph act CS 0.9.
Screening Cc1ccc2nc(-c3ccc(NC(=O)COC(=O)c4cncc(Br)c4)cc3)sc2c1 returned NF-kB neuron act 6.48*, G6PDH counter -2.3, APP transl inh -152.5, STAT1 act 143.6*, FLuc act counter 0.6, FLuc inhib CS 42.4, APP 5'UTR act 152.5*, Diaph inh CS 4.0, TLR4-MyD88 BLA -9.3 and Diaph act CS 1.

(further entries)
For O=C(Nc1ccccc1N1CCCCC1)c1cccs1 the results were NF-kB neuron act 1.08, G6PDH counter -14.4, APP transl inh -3.3, STAT1 act 99.9, FLuc act counter 1.1, FLuc inhib CS -8.1, APP 5'UTR act 3.3, Diaph inh CS 22.5, TLR4-MyD88 BLA -5.4 and Diaph act CS 0.8.
CCCN(C(=O)/C=C/c1ccco1)c1c(N)n(Cc2ccccc2)c(=O)[nH]c1=O was read as G6PDH counter 11.6, APP transl inh -10.0, STAT1 act 92.2, FLuc act counter 1, FLuc inhib CS -0.5, APP 5'UTR act 10.0, Diaph inh CS -1.0, TLR4-MyD88 BLA -17.7 and Diaph act CS 1.
Screening Cc1ccc(C(=O)N/C(=C/c2ccco2)C(=O)NCC2CCCO2)cc1 (centres undefined) returned NF-kB neuron act 1.13, G6PDH counter -2.1, APP transl inh 23.3, STAT1 act 97.8, FLuc act counter 1, FLuc inhib CS -4.5, APP 5'UTR act -23.3, Diaph inh CS 11.6, TLR4-MyD88 BLA 0.1 and Diaph act CS 0.9.
For CCOC(=O)c1ccc(N2C(=O)C3CC=C(C)CC3C2=O)cc1 (centres undefined) the results were NF-kB neuron act 1.2, G6PDH counter 5.4, APP transl inh 1.9, STAT1 act 89.8, FLuc act counter 1, FLuc inhib CS -2.4, APP 5'UTR act -1.9, Diaph inh CS 22.9, TLR4-MyD88 BLA 3.1 and Diaph act CS 0.8.
`O=C1CCCc2ccccc2N1Cc1c(Cl)cccc1Cl` gave NF-kB neuron act 0.85, G6PDH counter -9.1, APP transl inh -17.7, STAT1 act 96.4, FLuc act counter 1, FLuc inhib CS 2.6, APP 5'UTR act 17.7, Diaph inh CS 15.3, TLR4-MyD88 BLA 1.9 and Diaph act CS 0.8.

Screens from PubChem.
